All columns: NCI-60 one-dose screen, growth in % after 48 h at 10 µM unless noted; 100 = growth as untreated, 0 = no growth, -100 = all killed.
SW-620: SW-620 colon cancer; AID 1794795; 5.2% of 82,000 active
KM12: KM12 colon cancer cells; AID 1794800; 5% of 82,000 active
HCC-2998: HCC-2998 colon cancer; AID 1794799; 4.7% of 79,000 active
NCI-H322M: NCI-H322M lung cancer; 2.7% of 80,000 active; AID 1794733
HCT-15: HCT-15 colon cancer; 5.2% of 82,000 active; AID 1794746
COLO 205: COLO 205 colon cancer; 7.3% of 79,000 active; AID 1794742
HT29: HT29 colon cancer | 7.4% of 81,000 active | AID 1794748
SNB-75: SNB-75 CNS cancer; AID 1794750; 5% of 79,000 active
HCT-116: HCT-116 colon cancer; 7.3% of 82,000 active; AID 1794798
An asterisk follows results filed as active; / = not tested or not shown; & = joins results of further samples. The calls were made as follows: active = growth percent below 10; inactive = the rest.

canonical_smiles	HCT-116	SNB-75	NCI-H322M	HT29	COLO 205	HCT-15	KM12	HCC-2998	SW-620
CCOc1cc(NC(=O)c2ccccc2)c(OCC)cc1N	118	106	141	121	116	111	105	112	109
O=C(O)/C=C/c1cccc(O)c1	102&105	94&103	103&104	96&102	108&112	98&105	105&95	90&107	105&102
O=C(/C=C/c1ccccc1[N+](=O)[O-])c1cc2ccccc2oc1=O	105	89	112	106	121	109	106	112	105
CC(C)S(=O)(=O)c1ccccc1NC(=O)c1cc(-c2ccc(F)cc2F)ccc1O	109	115	96	107	110	98	99	103	100
CN1NCc2cncnc21	96	89	140	118	107	115	106	100	105
CC(C(=O)O)N1C(N)=NNC1(C)c1ccccc1O (configuration not stated)	83	76	99	96	92	89	96	103	96
CC(=O)OC[C@]12CC[C@@H](C)[C@H](C)[C@@H]1[C@]13O[C@H](C1=O)[C@@H]1[C@@]4(C)CCCNC(C)(C)[C@@H]4CC[C@@]1(C)[C@]3(C)CC2	73	90	97	82	102	70	71	85	90
OC1CCCSC1 (configuration not stated)	117	98	107	104	109	103	114	101	116
CCOC(=O)c1c(C)oc2ncnc(N3CCN(CC(=O)Nc4ccc([N+](=O)[O-])cc4)CC3)c12	89	78	100	101	109	100	99	92	97
COc1cc2nc(Cl)nc(Nc3cccc(C4=NN(C=O)C(c5ccc(F)cc5)C4)c3)c2cc1OC (configuration not stated)	82	74	86	96	101	70	80	90	95
O=c1c(O)cccn1CCCNCCCn1cccc(O)c1=O	100	90	93	110	129	55	100	95	95
COc1cc(C)cc(-c2nn(CC(N)=O)cc2-c2ccnc(Oc3ccc(OC)c(OC)c3)n2)c1	95	78	101	103	92	99	105	98	103
CCSc1nc2ccccc2c(=O)n1CCc1ccccc1	64	88	93	92	82	62	72	101	88
CN1CCN(C)c2cncc(Br)c2C1=O	/	101	/	107	108	105	105	98	102
COc1ccc(-c2c[nH]c(C(=O)NCCO)c2-c2cc(OC)c(OC)c(OC)c2)cc1	96	84	107	107	104	100	104	104	102
CN(C)CCNc1nc2ccccc2c2c(=O)c3cc(F)ccc3sc12	-11*	55	53	-3.2*	-40*	23	8.5*	-65*	-48*
CCOC(=O)c1c(Nc2ccccc2)nn2c(-c3ccc(C)cc3)ccnc12	93	94	98	88	102	82	99	103	102
CC(=O)Nc1cccc(NC(C)=O)n1	99	106	104	110	123	103	105	130	99
Nc1cccc(NC(=O)c2cccc(N)c2)c1	102	86	95	126	101	111	111	94	103
CC(=O)Oc1ccc(Cc2ccccc2)cc1	126	84	113	101	146	94	98	142	109
COc1cc2nc(CSc3nc4ccccc4c(=O)[nH]3)[nH]c(=O)c2cc1OC	94	95	100	109	112	111	102	107	97
NC(=S)n1[nH]c(N)c(N=Nc2ccc(S(=O)(=O)N=C(N)N)cc2)c1=O	89	99	107	103	108	102	101	110	101
COC(=O)c1cccc(NC2=C(Cl)C(=O)c3nc(C)ccc3C2=O)c1	27	119	103	110	116	52	106	105	0.0*
CS(=O)(=O)c1ccc(C(=O)N/N=C/c2ccc(F)cc2)cc1	89	94	101	106	110	104	102	102	99
COc1ccc(C=Nc2ccccc2)c(OC)c1	101	109	/	102	104	104	102	98	105
COc1cc(CNS(=O)(=O)c2ccc(C)cc2)ccc1O	100	75	98	107	109	102	100	112	98
COc1ccc(S(=O)(=O)NCCCNc2nccc(-c3c(-c4cccc(N)c4)nc4sccn34)n2)cc1	99	/	101	60	76	89	39	144	138
O=C(CCCl)c1ccc(F)cc1	100	107	107	96	103	101	100	102	106
Cc1cc(=O)n(C(=O)COc2ccc3c(C)c(C)c(=O)oc3c2)[nH]1	81	94	99	65	91	104	75	102	85
Oc1ccc2c(c1)CCC2	111	/	97	90	107	102	106	107	109

Full records from above:
CS(=O)(=O)c1ccc(C(=O)N/N=C/c2ccc(F)cc2)cc1 is entered as HCT-116 = 89; SNB-75 = 94; NCI-H322M = 101; HT29 = 106; COLO 205 = 110; HCT-15 = 104; KM12 = 102; HCC-2998 = 102; SW-620 = 99
COc1ccc(-c2c[nH]c(C(=O)NCCO)c2-c2cc(OC)c(OC)c(OC)c2)cc1 is entered as HCT-116 = 96; SNB-75 = 84; NCI-H322M = 107; HT29 = 107; COLO 205 = 104; HCT-15 = 100; KM12 = 104; HCC-2998 = 104; SW-620 = 102
COc1cc2nc(CSc3nc4ccccc4c(=O)[nH]3)[nH]c(=O)c2cc1OC is entered as HCT-116 = 94; SNB-75 = 95; NCI-H322M = 100; HT29 = 109; COLO 205 = 112; HCT-15 = 111; KM12 = 102; HCC-2998 = 107; SW-620 = 97

Taken from above.
Result for `O=C(CCCl)c1ccc(F)cc1` in HCC-2998: 102
Result for `CC(C(=O)O)N1C(N)=NNC1(C)c1ccccc1O` (configuration not stated) in COLO 205: 92
Result for `CN1CCN(C)c2cncc(Br)c2C1=O` in SW-620: 102
Result for `CCSc1nc2ccccc2c(=O)n1CCc1ccccc1` in HCC-2998: 101
Result for `Cc1cc(=O)n(C(=O)COc2ccc3c(C)c(C)c(=O)oc3c2)[nH]1` in NCI-H322M: 99

Further results
canonical_smiles	HCT-116	SNB-75	NCI-H322M	HT29	COLO 205	HCT-15	KM12	HCC-2998	SW-620
CC/C=C/CO[C@H]1Cc2cc3ccc(=O)oc3cc2OC1(C)C	87	84	100	96	100	100	102	89	93
O=C(Cn1cc(-c2ccc(F)cc2)nn1)Nc1ccc2c(ccn2Cc2ccccc2)c1	98	97	98	109	123	103	93	119	103
CS(=O)(=O)Nc1ccc(-c2nn(-c3ccc(S(C)(=O)=O)cc3)cc2/C=N/O)cc1	71	98	95	79	99	72	80	103	97
Cc1cc2ncn(C3CC(O)C(CO)O3)c2cc1C (configuration not stated)	106	96	107	105	105	108	115	108	104
CCCCn1c(=O)c(/C=C/c2cc(/C=C/c3cc4cc(Cl)ccc4n(CCCC)c3=O)n(-c3ccccc3)n2)cc2cc(Cl)ccc21	75	107	94	77	93	109	104	99	100
Cc1ccc2c(c1C)CC[C@H]1[C@H]2CCC2=CC(=O)CC[C@@]21C	89	80	96	94	110	88	99	104	96
Cc1ccc(-c2cc(Cc3c(Cl)cccc3Cl)c(=O)n(Cn3cnc4c(N)ncnc43)n2)cc1C	118	74	104	/	113	104	114	110	105
CCOc1ccc(CCNC(=O)c2cccs2)cc1OCC	102	93	113	101	110	97	119	109	112
N#CCC1CC2CCC1C2 (configuration not stated)	98	93	105	98	117	107	108	101	103
Cc1ccc2c(c1)C(C)Cc1c(Cl)nc(C)nc1N2C (configuration not stated)	84	78	98	80	98	93	89	108	87
COc1ccc2c(c1)C(=O)/C(=C/c1ccc(OCC(=O)c3ccc(Cl)cc3)cc1)O2	30	-0.3*	102	100	123	99	104	21	14
CC(=O)NNc1nc(C)c(C(=O)NNC(=O)C(=O)Nc2ccccc2C#N)s1	95	84	101	98	/	109	99	103	101
O=S(=O)(NCCCNc1nccc(-c2c(-c3ccc(F)c(O)c3)nc3sccn23)n1)c1ccc(O)cc1	107	87	113	100	108	108	104	126	131
O=C(CCBr)NC(=O)Nc1ccccc1	92	99	98	92	114	81	100	99	76
COc1cc(/C=C\c2cc(OC)c(OC)c(OC)c2)cc(NS(=O)(=O)c2ccc(Cl)cc2)c1OC	15	49	49	5.2*	-4.8*	20	25	19	30
O=S(=O)(NCCCNc1nccc(-c2[nH]c(-c3ccccc3)nc2-c2ccc(F)c(O)c2)n1)c1ccc(Cl)cc1	69	56	103	98	106	79	89	119	129
C=CC[C@]1(c2ccccc2)C(=O)C(=O)N(Cc2ccc(OC)cc2OC)[C@H]1c1ccc(C(F)(F)F)cc1	42	91	95	61	/	65	70	85	79
O=C(CCCCCCC(=O)Nc1ccc2c(c1)/C(=C/c1ccc[nH]1)C(=O)N2)NO	-37*	53	15	8.6*	-59*	42	-14*	3.7*	-27*
N#Cc1c(Nc2ccccc2)nc2n(c1=O)-c1ccccc1Sc1ccccc1-2	83	/	91	84	84	90	98	102	99
CCOC(=O)NC1CCCCC1	103	93	98	100	107	94	102	103	108
Cn1nc(C(=O)O)c(=O)n(C)c1=O	101&104	100&90	106&98	109&101	100&106	94&94	111&107	97&103	92&113
C/C(=N/O)c1ccc(NC(=O)CSc2nnc(-c3cc(-c4ccc(Cl)cc4)nc4ccccc34)o2)cc1	107	98	95	100	109	99	99	99	109
COc1ccc2c(c1)CC/C(=C\c1ccc(OCC(=O)Nc3nc4ccccc4s3)cc1)C2=O	89	95	99	103	122	102	108	88	94
CCc1c(C(=O)N[C@@H](CO)Cc2ccccc2)[nH]c2ccc(C(F)(F)F)cc12	51	82	79	55	/	47	45	90	80
FCOC(C(F)(F)F)C(F)(F)F	103	109	97	107	117	103	103	104	101
Nc1nc(N)c2c(n1)NC(c1cccc(Nc3ccnc4cc(Cl)ccc34)c1)CC(c1ccc(F)cc1)=N2 (configuration not stated)	91	84	99	88	86	93	89	108	93
C/C(Cc1ccc(Cl)cc1)=C(\c1ccc(O)cc1)c1ccc(Cl)cc1	72	95	83	91	109	85	89	92	95
Nc1cc(Br)cc(Br)c1	100	90	117	99	86	105	103	103	99
COc1ccc(C(=S)c2cc(OC)c(OC)c(OC)c2)cc1OC(=O)CCl	9.7*	54	42	24	17	14	14	31	30
CC(=O)Nc1ccc(S(=O)(=O)c2ccnc3cc(Cl)ccc23)cc1	79	77	/	94	95	64	90	100	82
NC(=O)N/N=C1/CCC(OCc2ccccc2)CC1CC(=O)O (configuration not stated)	101	90	88	100	106	103	121	100	109
C#CCOc1cccc(Nc2ncnc3c(NC(=O)CCl)cccc23)c1	2.9*	75	72	-77*	-56*	-38*	29	92	1.1*
O=C(O)c1cc(-c2cccs2)c2sc(=O)[nH]c2n1	95	95	88	100	101	103	104	96	101
O=C(Oc1c(Cl)cc(Cl)cc1[N+](=O)[O-])Oc1c(Cl)cc(Cl)cc1[N+](=O)[O-]	103	102	120	/	117	101	104	109	107
Nn1c(N=Nc2c(O)[nH]c3ccccc23)n[nH]c1=S	106	51	105	115	115	115	104	118	108
Cn1c(-c2ccccc2)c(C(C[N+](=O)[O-])c2cccs2)c2ccccc21 (configuration not stated)	66	65	94	67	112	79	91	90	86
CC(C)C1=C[C@@]23CC[C@H]4C(C)(C(=O)NCCCCCCN)CCC[C@]4(C)[C@H]2C[C@@H]1[C@H]1C(=O)CCC(=O)[C@H]13 (some centres not stated)	100	93	105	104	108	97	100	105	106
Cn1c(=O)c2c(nc(NC(=S)N=Nc3c(O)[nH]c4ccccc34)n2Cc2ccccc2)n(C)c1=O	74	93	94	99	85	84	100	96	86
COc1ccc(Nc2nnc(-c3ccc(OC)cc3)o2)cc1	101	93	99	101	108	100	93	111	103
CN1CCN(c2ccc(/C=N/n3cnc4oc(-c5ccccc5)cc4c3=N)cc2)CC1	74	55	91	66	63	84	64	101	94
Nc1nc2c(s1)CCc1ccn(S(=O)(=O)c3ccccc3)c1-2	81	103	83	68	122	83	79	102	100
CCC1(c2ccccc2)C(=O)Nc2ccc(OC)cc21 (configuration not stated)	104	101	125	102	114	99	103	109	110
O=C1/C(=C/c2ccc(Cl)cc2)SC(=Nc2ccccc2)N1Cc1nc2ccccc2[nH]1	30	79	158	71	104	107	93	/	66
CCCc1cc(=O)oc2c3c(c4c(c12)OC(C)(C)CC4)OC(C)[C@H](C)[C@@H]3O (some centres not stated)	/	92	106	59	96	55	98	116	84
COc1cc(C=O)ccc1OCCOc1ccc(/C=N/NC(=O)Cn2c(-c3ccc(C)o3)nc3ccccc32)cc1OC	100	87	106	117	112	98	105	107	102
CN1C(=O)/C(=C/c2ccc(/C=C3\SC(=S)N(C)C3=O)cc2)SC1=S	90	92	97	105	102	96	105	103	93
Cc1ccc2nc(SCC(=O)Nc3c(C)cccc3C)n(-c3ccc(F)cc3)c(=O)c2c1	45	93	92	79	109	46	89	97	51
COc1c(O)c(O)cc2c3c(oc12)CC(C(C)C)CC3=O (configuration not stated)	34	88	79	105	106	45	88	105	40
COc1ccc(C(CC(=O)c2ccc3c(c2)OCO3)C(=O)O)cc1OC (configuration not stated)	97&119	88&110	96&107	96&103	107&122	109&122	96&110	105&104	108&100
CCCCNC(=S)NS(=O)(=O)c1ccc(CCN2C(=O)/C(=C/c3ccc(Cl)cc3)N=C2C)cc1	94	90	98	113	124	94	99	107	103
Nc1c(C(=O)Nc2ccccc2-c2cn(CCCN3CCOCC3)nn2)sc2nc3c(cc12)CCCCC3	100	83	103	108	114	72	103	118	95
Cc1cc2cc3cc(C)c(N(C)C)cc3[n+](C)c2cc1N(C)C	13	35	25	17	-19*	66	3.5*	26	15
NS(=O)(=O)c1ccc(C(=O)N2N=C(c3ccc(F)cc3)CC2c2ccc(F)cc2)cc1 (configuration not stated)	94	67	99	102	102	95	96	106	93
CC1CCC(C)(C)c2ccccc21 (configuration not stated)	96	83	99	103	104	101	106	97	115
O=C(Nc1ccc(NC(=O)c2ccccc2)cc1)c1ccccc1	105	101	120	109	123	102	114	110	109
O=C1NC(=O)c2c1cccc2[N+](=O)[O-]	98&94	97&94	102&106	116&101	139&105	95&95	107	100&103	110&112
O=c1oc2ccc3ccccc3c2cc1C1=CC=NC2SC=CN12 (configuration not stated)	93	94	102	96	125	99	100	103	99
Cc1cc(C(=O)NN)no1	101	103	121	112	105	96	104	76	114
COc1cc2oc(-c3cccc(NC(=O)[C@H](C)NC(=O)[C@@H](N)C(C)C)c3)cc(=O)c2c(OC)c1OC	102	129	103	111	121	97	98	116	120

Compound activity (PubChem)
